GALR2 blocker = GALR2 antagonists in receptor-expressing cells, primary screen | Galanin receptor type 2 (Homo sapiens), O43603 | antagonist mode | inhibition, % at 4 µM | actives 0.39% (n = 140,000) | AID 828, 2007; in the data active = inhibition above about 27%;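 note: cells stimulated with galanin 1-16 at roughly its EC80; 0% = agonist challenge control and 100% = basal control without agonist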
Target sequence (O43603 whole entry, looked up): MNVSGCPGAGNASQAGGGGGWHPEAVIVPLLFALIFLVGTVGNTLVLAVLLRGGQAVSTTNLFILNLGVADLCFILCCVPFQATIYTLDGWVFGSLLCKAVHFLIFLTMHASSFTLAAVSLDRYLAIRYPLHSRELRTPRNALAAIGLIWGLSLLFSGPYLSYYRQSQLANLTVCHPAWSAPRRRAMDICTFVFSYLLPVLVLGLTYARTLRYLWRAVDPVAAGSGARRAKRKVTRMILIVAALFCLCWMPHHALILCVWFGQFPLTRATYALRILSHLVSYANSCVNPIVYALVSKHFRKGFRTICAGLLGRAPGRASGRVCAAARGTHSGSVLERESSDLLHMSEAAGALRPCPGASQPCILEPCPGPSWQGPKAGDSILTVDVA
Yeast lifespan up = compounds extending yeast replicative lifespan, primary screen, S. cerevisiae, OD615; S. cerevisiae growth with nicotinamide; deaD strain in restrictive glucose medium; inhibition of the nicotinamide effect, % at 10 µM; actives 0.68% (n = 130,000); AID 775, 2007;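 active = inhibition above a set limit, placed 3 SD over the median of all compounds, cut at about 26% in these data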;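 note: 0% = nicotinamide-treated wells and 100% = cells grown without nicotinamide; some compounds called inactive have numbers as strong as hits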
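System: Modified budding yeast, DeaD strain | Buffer or medium: Restrictive glucose medium | Also added: 1.5 mM nicotinamide | Doses: 10 µM single point, 0.25% DMSO | Schedule: 48 h compound exposure at 30 °C, humidified | Detection: Absorbance at 615 nm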
bCat KO growth = primary screen for growth suppressors in beta-catenin knockout HCT116 cells (colon tumor, human); HCT116 beta-catenin knockout viability, CellTiter-Glo, 60 h; active compounds read low; viability, % at 10 µM; actives 1.5% (n = 140,000); AID 818, 2007;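 active = viability at or under a set limit, the compound median less 4 SD, cut at about 6% in these data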;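 note: 0% = Hyamine 1622 control at 20 µM and 100% = untreated cell control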
NPY Y2 blocker = NPY-Y2 receptor antagonists, primary screen, cell-based; NPY-Y2 expressing cells, antagonist mode; AID 793, 2007; inhibition, % at 2.7 µM; actives 0.99% (n = 140,000); in the data active = inhibition above about 17%;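 note: 0% = vehicle with agonist challenge and 100% = reference antagonist with challenge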
Target sequence (P49146 whole entry, looked up): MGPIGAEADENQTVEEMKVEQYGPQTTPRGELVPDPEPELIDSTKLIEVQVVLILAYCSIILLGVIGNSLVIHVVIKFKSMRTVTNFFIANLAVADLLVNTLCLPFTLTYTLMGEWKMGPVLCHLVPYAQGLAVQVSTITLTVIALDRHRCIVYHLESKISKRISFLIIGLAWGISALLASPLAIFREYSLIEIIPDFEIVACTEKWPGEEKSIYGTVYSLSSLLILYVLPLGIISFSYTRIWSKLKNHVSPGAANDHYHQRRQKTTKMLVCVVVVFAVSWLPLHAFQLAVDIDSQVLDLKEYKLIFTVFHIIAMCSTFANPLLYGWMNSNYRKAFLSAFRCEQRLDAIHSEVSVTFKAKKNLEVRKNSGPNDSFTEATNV
E-sel TNF inh = E-selectin induction blockers in HUVEC – imaging, immunofluorescence, high content, primary screen | inhibition, % at 2 µM | AID 1246, 2008 | HUVEC TNFa-induced E-selectin immunofluorescence | actives 0.71% (n = 120,000);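 active = inhibition above the batch mean plus 3 SD, and confirmed as a hit on visual image review, cut at about 43% in these data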;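 note: 0% = TNF-stimulated DMSO wells and 100% = unstimulated control wells; not every result past the cut was called active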
PTEN del growth = growth suppression of PTEN-null HCT116, primary screen, cell-based, CellTiter-Glo; HCT116 PTEN-null viability, 60 h; active compounds read low; viability, % at 10 µM; actives 1.2% (n = 140,000);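 active = viability at or below a set limit, 4 SD under the median of all tested compounds, cut at about 3.7% in these data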;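 note: PTEN knockout HCT116 line with beta catenin targeted HCT116 as companion control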
MRP1 act = H69AR viability gain despite doxorubicin, primary screen, MRP-1 activator project, H69AR cells, CellTiter-Glo; viability rescue; viability increase, % at 10 µM; actives 0.61% (n = 140,000); AID 799, 2007;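 active = viability gain under doxorubicin at or above a set limit, the compound median plus 3 SD, cut at about 4.7% in these data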;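 note: MRP-1 overexpressing cells given doxorubicin 25 µM after compound pretreatment; 18-22 h compound pretreatment then 72 h with doxorubicin before readout; 0% = doxorubicin-only wells and 100% = vehicle-treated cells without doxorubicin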
Measles CPE = compounds protecting cells from measles virus cytopathic effect, primary screen, measles RdRp inhibitor project, single point, MLSMR library, absorbance | Measles virus-infected cells, CPE protection | protection (pct of control), % at 4 µM | actives 1.5% (n = 140,000); in the data active = protection mostly above about 24%, no sharp cut-off; inactive = mostly below about 26%; note: some compounds called inactive have numbers as strong as hits
Phagocyt inh = inhibitors of macrophage phagocytosis, primary screen, imaging, J774A.1 cells, IgG beads | actives 0.07% (n = 110,000) | J774A.1 macrophage IgG-bead phagocytosis | inhibition, % at 5 µM;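 active = inhibition above the mean of the plate negative controls plus 5 SD, cut at about 13% in these data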;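 note: phagocytic index as fraction of beads internalized from green versus red external bead signal; plate controls were DMSO negative control for no effect and cytochalasin-D positive control for full effect; some results beyond the cut were filed as inactive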
BB579 growth dn = growth inhibitors of yeast BB579 in restrictive medium, primary screen, yeast lifespan-shortening project, S. cerevisiae; AID 804, 2007; OD615, 48 h; inhibition, % at 10 µM; actives 0.51% (n = 140,000);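 active = inhibition above a set limit, 3 SD over the mean compound inhibition, cut at about 44% in these data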; note: inactives centre near -24
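System: DeaD yeast strain BB579; buffer or medium: CSMM-D dextrose restrictive medium; technique: OD at 615 nm; schedule: 4 h cell preincubation, 48 h compound exposure, 30 °C humidified; doses: single 10 µM dose; controls: amphotericin B 10 µg/mL, positive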
An asterisk follows results filed as active; x = not tested or not shown. An unsorted share of the library; about 6.1% have a hit in one of these screens.

Compound,GALR2 blocker,Yeast lifespan up,bCat KO growth,NPY Y2 blocker,E-sel TNF inh,PTEN del growth,MRP1 act,Measles CPE,Phagocyt inh,BB579 growth dn
CC(c1ccccc1)C(CC(=O)O)C(=O)NC1CCCCC1 (centres undefined),-6,-8,109,1,-2,80,-0.1,14,0,25
c1csc(C2Nc3cccc4cccc(c34)N2)c1,16,-2,72,5,-58,79,-1.4,16,-5,-46
CC(C)(C)NC(=O)COC(=O)c1ccc(S(=O)(=O)N2CCCCCC2)cc1,-5,3,101,0,-12,110,0.8,6,0,-47
O=C(c1ccc(Cl)cc1)C1CCN(C(=O)NC2CCCCC2)CC1,-8,-2,81,3,4,86,0.3,14,-1,-23
CN(Cc1nc2ccccc2n1C)S(C)(=O)=O,-6,-5,100,3,4,91,-0.7,13,-2,-15
Cc1ccccc1NS(=O)(=O)c1ccc(N2CCCC2=O)cc1,-5,-2,18,1,-5,28,-2.1,5,x,-43
Cn1cnnc1SCC(=O)n1c2ccccc2c2ccccc21,-2,-15,95,2,6,96,0.0,1,x,14
Cc1ccc(-n2[nH]c(C)c(C=Nc3ccc(C)cn3)c2=O)cc1,14,-19,62,3,x,59,-1.5,6,-3,-13
Cc1c(CC(C)C)nc(N)c(C#N)c1-c1ccccc1,5,-6,70,14,-15,70,-2.2,3,-2,-84
O=C(COc1ncnc2ccccc12)c1ccc2c(c1)OCCO2,3,25,92,17,x,89,-1.6,2,3,-7
CCn1c(SCC(=O)c2cc(C)n(CC3CCCO3)c2C)nc2ccccc21 (centres undefined),0,-18,85,3,19,86,-1.9,6,1,-60
Cc1c(-c2ccccc2)oc2c(C(=O)N3CCN(c4ccccc4F)CC3)cccc2c1=O,2,1,84,4,-3,68,-3.2,15,-16,-45
CCn1c(COc2ccc(C)cc2)nnc1SCC(=O)C(C)(C)C,-14,-3,98,3,x,103,2.4,18,4,-48
COC(=O)CSc1nnc(-c2cccnc2)n1-c1cccc(OC)c1,6,-12,63,0,x,71,-0.5,25,-1,-29
Cc1c(Cl)cccc1NC(=O)CSCc1cc(=O)[nH][nH]1,4,-5,82,4,-5,95,-2.5,9,0,-37
Cc1ccc(S(=O)(=O)C(C#N)c2nc3ccccc3nc2N2CCCC2)cc1C (centres undefined),1,17,87,0,5,83,-3.7,12,0,-27
O=C(CSc1ccccc1)Nc1cccnc1,3,-20,101,-2,-23,95,-1.7,4,-3,0
CC1=C(C)CS(=O)N(c2ccc(S(N)(=O)=O)cc2)C1 (centres undefined),30*,20,93,-1,8,99,-0.1,14,-1,-25
COCCSc1nc2c(c(=O)[nH]c(=O)n2C)n1CCC(C)C,6,0,104,0,-6,97,0.2,8,0,-55
Cc1c(/C=C2\SC(=O)N(CC(=O)Nc3ccc4c(c3)OCO4)C2=O)c2ccccc2n1C,14,-21,31,3,-27,34,-5.5,11,x,-19
O=C(O)c1ccc2c(c1)ncn2C1CCCCCC1,-3,-12,103,2,-29,103,-0.7,8,x,-34
c1coc(-c2nnc(-c3cccs3)o2)c1,-3,-23,106,3,13,98,0.3,17,-1,-8
Cc1csc(N(C(=O)CCNC(=O)c2ccc([N+](=O)[O-])cc2)c2ccccc2)n1,-7,5,105,1,x,95,-1.4,10,6,-3
O=C1CNC(=O)c2c(nc3n2CCC3)N1,-1,-7,90,1,-7,84,-2.9,9,0,-5
COc1nccnc1NS(=O)(=O)c1ccc(NC(=S)NC(=O)c2ccccc2F)cc1,-1,1,93,3,x,103,1.8,15,-5,-32
COC(=O)c1cc2sccc2n1CC(=O)N1CCCc2ccccc21,-5,6,74,5,x,65,-2.6,33,0,-39
O=C(NC(c1ccccc1)c1ccccc1)C1CCCC1,-4,-1,85,4,5,84,0.3,5,-8,-10
Cc1csc(SCc2nnc(-c3ccc(Cl)cc3)o2)n1,-6,-10,92,6,7,93,0.2,8,-1,-25
COc1cccc(OC)c1NC(=O)Cc1nn(C)c(=O)c2ccccc12,6,-12,86,1,-13,85,-2.0,10,0,-24
Cc1c(CNCc2cccs2)c(C(=O)O)c(C)n1Cc1ccccc1,-2,-3,92,5,-17,89,-2.9,2,x,-33
NC(=O)c1ccc[n+](CC(=O)OCCC23CC4CC(CC(C4)C2)C3)c1,-1,-22,93,2,-22,102,-0.8,0,x,-16
CCC1(CC)C(=O)NN(c2ccccc2)C1=O,10,x,94,1,2,99,-1.0,5,x,-22
COc1ccccc1-c1nn2c(-c3ccco3)nnc2s1,-19,-34,53,6,11,63,-4.7,5,0,-7
c1ccc2[nH]c(CSc3nc4ccccc4o3)nc2c1,9,-20,41,3,x,40,-1.7,9,0,2
O=C(N/N=C/C(Br)=C\c1ccccc1)c1n[nH]c2c1CCC2,33*,-6,3.9*,7,57,2.2*,-3.1,0,0,-17
CCCCn1ccnc1C(=O)c1cc(S(=O)(=O)N2CCOCC2)ccc1C,6,-3,61,5,6,70,-4.0,0,-1,-33
Cc1nn(-c2ccccc2Cl)c(Cl)c1/C=N/Nc1nc2ccccc2s1,-9,-1,61,3,x,55,-4.6,4,x,-41
CCc1c(C(=O)N2CCOCC2)csc1C,-2,6,98,-1,-3,102,-1.3,14,-3,5
CCCOc1ccc(-c2nc(C#N)c(N3CCC(C(N)=O)CC3)o2)cc1,9,-9,84,-2,4,81,-1.1,9,2,-35
COc1ccccc1-c1cc2nc(C)c(CCC(=O)NC(C)CCc3ccco3)c(C)n2n1 (centres undefined),-5,-9,68,-3,x,77,1.8,6,-1,-15
CC(C)(C)NC(=O)C(c1ccco1)N(Cc1ccc(F)cc1)C(=O)c1snc(C(N)=O)c1N (centres undefined),-9,-11,80,5,14,82,-3.4,4,x,-35
C=CCOc1c(Br)cc(/C=N/Nc2ccc(C(=O)O)cc2)cc1OCC,-11,7,94,4,x,94,0.6,6,0,-36
Cc1cc(/C=C2\Cc3ccccc3C2=O)c(C)n1-c1ccccc1,16,-5,80,2,x,72,-2.7,17,-11,-18
CCC(=O)Nc1ccc(C(=O)c2ccccc2)cc1,0,-16,96,2,20,95,0.7,6,0,-4
Cc1cccc(C)c1NC(=O)NN(C(=O)c1ccccc1)C(C)(C)C,-2,3,96,1,-14,97,-0.8,12,1,0
C=CCNC(=O)/C(C#N)=C/c1cn(-c2ccccc2)nc1-c1cccs1,10,1,74,1,x,73,-2.3,33,-11,-21
CC1=CC(=C2C(=O)c3ccccc3C2=O)C=C(C)N1Cc1ccco1,10,-18,65,-2,-21,87,-4.5,14,x,-26
Clc1ccc(C2=CC(c3ccco3)n3ncnc3N2)cc1 (centres undefined),18,-28,89,-2,0,75,-3.5,6,x,14
O=c1[nH]c2ccccc2n1C1CCCCC1,-19,-6,98,9,-7,105,0.5,32,0,-18
C=CCSC1=N/C(=C\c2cc(OC)c3c(c2)OCO3)C(=O)S1,5,-3,83,10,x,87,-4.0,6,0,-35
O=C(NCCCn1ccnc1)c1cn(Cc2ccc(F)cc2)nn1,6,-6,102,3,16,101,-0.1,4,-2,-28
CC1=Nc2ccccc2N=C(NC(=O)CSc2nnnn2-c2ccccc2)C1c1ccccc1 (centres undefined),-3,-5,70,0,-11,59,-2.3,9,0,-36
Cc1nc2ccc(NC(=O)c3nn(CC(C)C)c(=O)c4ccccc34)cc2s1,0,-6,98,8,x,80,-1.8,26,-5,-29
COc1c(F)c(F)c(C(=O)O)c(Nc2ccc(C)cc2)c1F,-1,0,98,1,-17,92,-1.2,8,x,-45
O=C(O/N=C1/CCSc2ccccc21)c1ccc(F)cc1,0,-24,97,2,10,95,-2.0,11,x,-11
COc1ccc(C)c(Cn2c(-c3nonc3N)nc3ccccc32)c1,-4,-18,19,17*,-24,23,-6.0,2,-1,-23
COc1ccc(CCNC(=O)CCc2ccc(S(=O)(=O)NC(C)C)cc2)cc1,-8,-3,95,2,0,93,-3.0,7,-2,5
CCCCOc1cccc(C(=O)Nc2ccc(N3CCN(CC)CC3)cc2)c1,12,-10,24,-1,-16,33,-3.0,11,0,37
CCn1c(SCC(=O)C(C)(C)C)nnc1-c1cccnc1,-4,-2,104,2,-9,102,-0.5,10,-2,-21
CCN(CCCNC(=O)C1CCC(=O)N1Cc1ccc(F)cc1)c1cccc(C)c1 (centres undefined),2,-7,98,3,19,82,-1.5,2,x,-19

Further records follow.
Compound,GALR2 blocker,Yeast lifespan up,bCat KO growth,NPY Y2 blocker,E-sel TNF inh,PTEN del growth,MRP1 act,Measles CPE,Phagocyt inh,BB579 growth dn
COc1cccc(NC(=O)c2ccc(CN3CCN(c4ccccc4)CC3)cc2)c1,-11,-26,11,6,-16,15,-4.2,15,x,-27
CN1CCN(C(=S)c2ccc([N+](=O)[O-])cc2)CC1,-18,1,95,-1,-28,100,0.7,35,-5,13
CC1(c2ccc3c(c2)OCO3)NC(=O)N(CC(=O)NCCC2=CCCCC2)C1=O (centres undefined),-1,-12,109,-1,-16,102,1.7,29,-2,-17
CCn1cc(C(=O)O)c(=O)c2cc(OC)ccc21,-11,14,91,-3,x,100,-0.9,8,1,-17
O=c1cc(-c2ccccc2Cl)oc2c(Br)ccc(O)c12,4,0,64,2,x,67,-1.1,6,x,-35
CCOC(=O)CN(C(=O)CNC(=O)c1ccco1)C(C(=O)NC1CCCCC1)c1cccs1 (centres undefined),5,x,92,0,-21,89,-1.6,7,x,-52
O=C(CCSc1nnc(-c2ccncc2)o1)Nc1ccc(Cl)cc1,-4,-12,92,0,x,99,-2.6,26,-3,86*
O=C(Nc1ccc(Cl)cc1)C1=Cc2ccccc2OC1,2,-11,61,4,-8,55,-2.8,3,0,-41
N#Cc1ccc(-c2ccccc2)nc1SCC(=O)c1cccc(Cl)c1,1,-11,103,1,8,99,0.6,9,x,-42
CN(C)CCNC(=O)c1ccc(COc2ccc(Cl)cc2Cl)cc1,7,-31,3.1*,6,-1,1.6*,-6.0,4,x,5
CC(C)(C)c1ccc(-c2nnc3sc(-c4ccccn4)nn23)cc1,-7,-3,94,7,20,85,-0.1,9,0,23
Cn1c(=S)[nH]c2[nH]c(=O)cnc2c1=O,-10,2,94,1,x,109,-0.6,44,7,-5
Cc1ccc(S(=O)(=O)N2CCOCC2)cc1C(=O)N1C(=O)c2cccc(N)c2C1=O,2,-15,100,1,x,102,0.6,10,0,-88
